Source: PubChem BioAssay
Runt-CBFb FRET = blocks binding of human RUNX1 Runt domain to CBFb; Q01196+Q13951; Cerulean-Runt/Venus-CBFb FRET ratio 530/480, 1 h; inhibition, % at 20 µM; 0.46% of 220,000 active;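 active means inhibition over about 50% at 20 µM in the single-dose screen, limit read from the data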;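 further: 0% = DMSO wells and 100% = excess unlabeled CBFb competitor control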
Target sequence (Q01196 whole entry, looked up, the tested form may be a part): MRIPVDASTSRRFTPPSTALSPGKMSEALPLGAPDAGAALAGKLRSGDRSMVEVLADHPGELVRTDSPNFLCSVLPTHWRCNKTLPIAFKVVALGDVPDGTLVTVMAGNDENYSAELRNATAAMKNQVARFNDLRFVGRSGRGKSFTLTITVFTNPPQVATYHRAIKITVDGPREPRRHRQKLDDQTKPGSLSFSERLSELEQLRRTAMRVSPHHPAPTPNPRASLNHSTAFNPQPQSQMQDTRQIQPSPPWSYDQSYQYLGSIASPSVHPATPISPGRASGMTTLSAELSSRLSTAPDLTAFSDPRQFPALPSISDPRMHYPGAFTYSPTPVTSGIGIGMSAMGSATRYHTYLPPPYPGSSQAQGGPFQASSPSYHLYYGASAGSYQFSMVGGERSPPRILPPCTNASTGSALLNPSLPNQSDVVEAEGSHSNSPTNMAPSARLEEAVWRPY
Target sequence (Q13951 whole entry, looked up, the tested form may be a part): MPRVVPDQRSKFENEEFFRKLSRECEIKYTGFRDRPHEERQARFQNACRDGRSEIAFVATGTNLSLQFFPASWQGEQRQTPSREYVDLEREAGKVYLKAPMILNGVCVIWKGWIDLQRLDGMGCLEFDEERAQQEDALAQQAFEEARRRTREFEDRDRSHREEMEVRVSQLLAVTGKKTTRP
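Buffer or medium: Tris pH 7.5 buffer with BSA. Assay system: Cerulean-labeled Runt domain protein. Amount: each fluorescent fusion protein 100 nM. Read-out basis: loss of energy transfer signal. Incubation: 1 h compound exposure, room temperature. Probe or stimulus: Venus-CBFb binding partner, 100 nM. Detection: FRET, excitation 422 nm, emission at 530 and 480 nm.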
p47phox inh = inhibitors of human p47phox binding; p47phox/p22phox peptide binding, fluorescence polarization, 2 h; inhibition, % at 24.7 µM; 0.53% of 220,000 active; AID 1274;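 active means inhibition above about 30%, limit read from the data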;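 further: 0% = p47phox with labelled peptide and 100% = labelled peptide alone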
14-3-3 Bad inh = disrupts binding of bovine 14-3-3 zeta to phospho-Bad peptide | P63103 | TR-FRET 14-3-3zeta/Dy647-pBad peptide displacement, 1 h | inhibition, % at 21.7 µM | 0.71% of 220,000 active;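 active means inhibition above about 70%, limit read from the data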;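 further: 0% = full 14-3-3 plus peptide FRET controls and 100% = background without 14-3-3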
Hck Nef HTS = inhibitors of human Hck kinase activated by Nef | P08631 | Recombinant Hck-YEEI plus Nef, Z-Lyte FRET kinase assay | 0.68% of 220,000 active | inhibition, % at 20 µM;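 active means Hck-Nef kinase inhibition above about 50%, limit read from the data; inactive means inhibition below that limit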;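 further: 0% = DMSO with Hck plus Nef and 100% = Hck alone without Nef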
zVAD death inh = L929 zVAD cell death inhibition. L929 zVAD necroptosis rescue, ATP luminescence, 24 h; with zVAD 60 µM. viability rescue, % at 10 µM. 0.38% of 220,000 active;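 active means activation, scaled between plate controls, above about 75%, limit read from the data; inactive means activation under that limit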;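 further: 0% = zVAD with DMSO and 100% = DMSO alone without zVAD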
EBV gp42 block = EBV gp42 inhibition; Q1HVG2; Fluorescence polarization binding assay, mP read-out; inhibition, % (tested at 21.74 µM); 0.42% of 220,000 active; in the data active means inhibition above about 50%
Target sequence (Q1HVG2 whole entry, looked up): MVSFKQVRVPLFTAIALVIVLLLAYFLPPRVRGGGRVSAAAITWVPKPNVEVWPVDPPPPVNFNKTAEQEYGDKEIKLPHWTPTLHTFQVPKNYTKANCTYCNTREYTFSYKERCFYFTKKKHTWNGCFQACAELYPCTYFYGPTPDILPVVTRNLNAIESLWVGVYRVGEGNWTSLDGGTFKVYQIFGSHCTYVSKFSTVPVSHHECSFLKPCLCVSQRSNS
Runt-SMMHC FRET = Runt domain-CBFb-SMMHC interaction inhibition | Q01196+Q13951 | Cerulean-Runt/Venus-CBFb-SMMHC FRET ratio 530/480, 1 h | inhibition, % at 20 µM | 0.74% of 220,000 active | AID 1434;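 active means mean inhibition across duplicate retests at 20 µM reaching about 50%, limit read from the data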;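 further: 0% = DMSO wells and 100% = wells with excess untagged CBFb-SMMHC; inhibitors lower the FRET ratio by blocking Runt binding to CBFb-SMMHC; some results filed as inactive read as strong as hits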
Tb hexokinase = T. brucei hexokinase 1 inhibition. recombinant TbHK1, G6PDH-coupled NADH A340. inhibition, % at 10 µM. 0.11% of 220,000 active. AID 1430;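 active means inhibition of 50% or more in the single-dose primary screen; inactive means inhibition below 50%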
* hit, by the source's call; / = not tested or not shown. The list is partial; the hit share may differ from the screen's.

SMILES | Runt-CBFb FRET | p47phox inh | 14-3-3 Bad inh | Hck Nef HTS | zVAD death inh | EBV gp42 block | Runt-SMMHC FRET | Tb hexokinase
COc1ccc(-n2nnnc2Sc2ccc(S(=O)(=O)N3CCOCC3)cn2)cc1 | 57* | / | / | / | / | / | 35 | /
COc1ccc(C(=O)Cn2c(N3CCOCC3)nc3c2c(=O)n(C)c(=O)n3C)cc1 | 1 | / | / | / | / | / | 0 | /
CC(=O)Nc1cccc2c1[n+]([O-])c(C)c(C)[n+]2[O-] | 2 | / | / | / | / | / | 1 | /
Cc1ccc(C(=O)C2=C(O)C(=O)N(c3ncccn3)C2c2cccc(Cl)c2)o1 (centres undefined) | -1 | / | / | / | / | / | -11 | /
Cn1c(=O)c2c(nc(SCc3ccccn3)n2C)n(C)c1=O | -2 | / | / | / | / | / | 2 | /
COc1cccc2[nH]c3c(=O)n(CCN(C)C)cnc3c12 | 0 | / | / | / | / | / | -2 | /
COc1ccc(Nc2nc(N3CCCCC3)nc(N3CCCCC3)n2)c(OC)c1 | 0 | / | / | / | / | / | -2 | /
CCOC(=O)c1ccc(N2Cc3cc(C)c(C)cc3C2)cc1O | -2 | / | / | / | / | / | -2 | /
COc1nc(-c2ccc(C)cc2)ccc1-c1noc(-c2cccnc2)n1 | -4 | / | / | / | / | / | 2 | /
O=C1c2oc3ccc(Cl)cc3c(=O)c2C(c2cccnc2)N1Cc1ccco1 (centres undefined) | 11 | / | / | / | / | / | 4 | /
CN1CCN(S(=O)(=O)c2ccc(-c3ccc(S(=O)(=O)N4CCN(C)CC4)cc3)cc2)CC1 | -2 | / | / | / | / | / | -3 | /
Cc1ccc2c(C)nc(NC3=NCN(Cc4ccccc4)CN3)nc2c1 | 2 | / | / | / | / | / | 2 | /
CSc1nnc2c(n1)OC(C1CC=C(C)CC1)Nc1ccccc1-2 (centres undefined) | -1 | / | / | / | / | / | -8 | /
O=P(O)(CCCCP(=O)(O)CCc1ccccc1)CCc1ccccc1 | -2 | / | / | / | / | / | -4 | /
CCOc1ccc(-n2c(SCC(=O)Nc3ccc4c(c3)OCO4)nc3c(c2=O)SCC3)cc1 | 2 | / | / | / | / | / | -3 | /

Runt-CBFb FRET: entries above that show a hit.
Structure | Runt-CBFb FRET | p47phox inh | 14-3-3 Bad inh | Hck Nef HTS | EBV gp42 block | Runt-SMMHC FRET | Tb hexokinase
COc1ccc(-n2nnnc2Sc2ccc(S(=O)(=O)N3CCOCC3)cn2)cc1 | 57* | / | / | / | / | 35 | /

The main list resumes, starting 2 compounds before the break.
SMILES | Runt-CBFb FRET | p47phox inh | 14-3-3 Bad inh | Hck Nef HTS | zVAD death inh | EBV gp42 block | Runt-SMMHC FRET | Tb hexokinase
O=P(O)(CCCCP(=O)(O)CCc1ccccc1)CCc1ccccc1 | -2 | / | / | / | / | / | -4 | /
CCOc1ccc(-n2c(SCC(=O)Nc3ccc4c(c3)OCO4)nc3c(c2=O)SCC3)cc1 | 2 | / | / | / | / | / | -3 | /
COC(=O)c1ccc(-c2nc3ccccc3o2)cc1 | -2 | / | / | / | / | / | -2 | /
c1ccc(-n2ncc3c(N4CCN(c5ccccn5)CC4)nc(N4CCCCC4)nc32)cc1 | 0 | / | / | / | / | / | -3 | /
c1ccc(-n2ncc3c2ncn2nc(CSc4nc5ccccc5s4)nc32)cc1 | -1 | / | / | / | / | / | 5 | /
C=CCn1cnc2c(c1=O)c1nc3ccccc3nc1n2/N=C/c1cccc(OC)c1 | 2 | / | / | / | / | / | -6 | /
CCOc1cc(NC(=O)c2cnccn2)c(OCC)cc1NC(=O)c1ccc(OC)cc1 | 3 | / | / | / | / | / | -26 | /
COc1ccccc1NC(=O)CSc1ccc2nnc(-c3ccccn3)n2n1 | -1 | / | / | / | / | / | -3 | /
CCCc1nnc(NC(=O)c2c(O)c3cccc4c3n(c2=O)CCC4)s1 | -6 | / | / | / | / | / | -5 | /
CCOC(=O)c1cc2c(=O)n3cccc(C)c3nc2n(Cc2ccccc2Cl)c1=N | 126* | / | / | / | / | / | 65* | /
CCOC(=O)Cn1nnnc1C(CC)N(Cc1cc2c(C)cc(C)cc2[nH]c1=O)C1CCCC1 (centres undefined) | 0 | / | / | / | / | / | 1 | /
O=P(O)(CCCP(=O)(O)CCc1ccccc1)CCc1ccccc1 | 0 | / | / | / | / | / | -2 | /
COc1ccccc1NC(=O)CCN1CCN(CCC(=O)Nc2ccccc2OC)CC1 | -1 | / | / | / | / | / | -9 | /
CCN(CC)S(=O)(=O)c1cccc(-c2nnc(SCC(=O)c3cc(C)n(C4CC4)c3C)o2)c1 | 3 | / | / | / | / | / | -2 | /
Cc1cc2nc(NC3=NCN(Cc4ccc5c(c4)OCO5)CN3)nc(C)c2cc1C | -2 | / | / | / | / | / | 2 | /
Cc1ccc2cc(C(c3nnnn3C(C)(C)C)N3CCCC3)c(=O)[nH]c2c1C (centres undefined) | -42 | / | / | / | / | / | -123 | /
Cc1cc(N2CCN(C(=O)c3ccco3)CC2)n2nc(C)c(-c3ccc(Cl)cc3)c2n1 | -3 | / | / | / | / | / | 1 | /
CCOc1ccc2nc(NC(=O)CSc3nnc(-c4ccncc4)n3CC3CCCO3)sc2c1 (centres undefined) | -1 | / | / | / | / | / | -5 | /
COc1cc(C(=O)Nc2ccc(NC(=O)C(C)C)nc2)cc(OC)c1OC | -1 | / | / | / | / | / | 2 | /
Cc1ccc2c(c1)C1(C(=O)N2)N2CCCC2C(C(=O)c2ccc3ccccc3c2)C12C(=O)Nc1ccccc12 (centres undefined) | / | -25 | 3 | / | / | -6 | / | /
O=c1[nH]c(CN2CCCCC2)nc2c1C1(CCCC1)Cc1ccccc1-2 | / | / | / | -11 | / | / | / | 4
Cc1nn2c(=O)nc3sc4c(c3c2[nH]c1=O)CCCC4 | / | / | / | -6 | / | / | / | -9
CCCCCCCCCCNC(=O)CCn1[nH]c(=O)c2ccccc2c1=O | / | / | / | -5 | / | / | / | -3
Cc1ccc(NC(=O)N(C2=NCC(C)S2)c2ccccc2)cc1 (centres undefined) | / | / | / | 5 | 1.6 | / | / | 18
CCCN1C2=C(C(=O)CCC2)C(c2ccc(F)cc2)C2=C1c1ccccc1C2=O (centres undefined) | / | / | / | 7 | -0.5 | / | / | 5
CC(C)N(C(=O)c1ccc2nc3c4ccccc4c4ccccc4c3nc2c1)C(C)C | / | / | / | 9 | 0.3 | / | / | -1
CC(C)(C(=O)c1ccccc1)/[N+]([O-])=C/c1ccccc1 | / | / | / | -1 | 1.4 | / | / | -9
CNC(=O)CSc1nnc(-c2cc3c(C)nn(-c4ccccc4)c3s2)n1C | / | / | / | 1 | 0.9 | / | / | -1
N#CCC(CNc1ncc(C(F)(F)F)cc1Cl)OC(=O)c1c(F)cccc1F (centres undefined) | / | / | / | 1 | 0.1 | / | / | 2
C/C(=C\C(=O)c1ccc(C)cc1)NCc1ccc(F)cc1 | / | / | / | 1 | 0.0 | / | / | -3
O/N=C/c1cc(Br)ccc1OCc1ccc(F)cc1 | / | / | / | 1 | 0.5 | / | / | 7
Cc1cc(C(=O)N2CCN(c3ncccn3)CC2)sc1-c1ccccc1 | / | / | / | 0 | -0.2 | / | / | 0

The list goes on:
Molecule | Runt-CBFb FRET | p47phox inh | 14-3-3 Bad inh | Hck Nef HTS | zVAD death inh | EBV gp42 block | Runt-SMMHC FRET | Tb hexokinase
COc1ccc(-n2c3c(cc(C(=O)Nc4ccc(C)cc4)c2=O)C(=O)CCC3)cc1 | / | / | / | 3 | 0.1 | / | / | 0
COc1cccc(CC(NC(C)=O)C(=O)NC2CCN(c3c4c(nc5ncnn35)CCC4)CC2)c1 (centres undefined) | / | / | / | 4 | -0.3 | / | / | 1
Cc1ccc2nc(CSc3nnc(-c4ccco4)n3-c3ccccc3)cc(=O)n2c1 | / | / | / | 0 | -0.2 | / | / | -17
Cc1ccc(/C(O)=C2\C(=O)C(=O)N(CCCN(C)C)C2c2ccccn2)cc1 (centres undefined) | / | / | / | 1 | 0.6 | / | / | -11
Nc1nc(-c2ccccc2)nc(-c2ccccc2O)n1 | / | / | / | 0 | 0.3 | / | / | -1
COc1c(Cl)cc(Cl)cc1C(=O)Nc1ccccc1N1CCN(C(C)=O)CC1 | / | / | / | 8 | 1.1 | / | / | -11
CC12CCC(C(=O)N3CCN(C(=O)C45CCC(C)(C(=O)O4)C5(C)C)CC3)(OC1=O)C2(C)C | / | / | / | -1 | 0.2 | / | / | 0
CN(C)CCCN1C(=O)C(=O)/C(=C(/O)c2ccc3c(c2)OCO3)C1c1ccccn1 (centres undefined) | / | / | / | 0 | 1.2 | / | / | -12
O=C1c2ccc(-c3nc4ccccc4o3)cc2C(=O)N1Cc1cccnc1 | / | / | / | 37 | -0.4 | / | / | -7
O=C(CSc1nc(N2CCCCC2)nc(N2CCCCC2)n1)NC1CCCCC1 | / | / | / | -1 | 0.0 | / | / | -2
O=C(CSc1ncnc2c1oc1ccccc12)NCC1CCCO1 (centres undefined) | / | / | / | 10 | -0.8 | / | / | 6
C#CCSc1nnc(-c2cccc3ccccc23)o1 | / | / | / | 0 | 0.6 | / | / | -9
COc1ccc(Br)cc1C(=O)Nc1cccc(-c2nnc(-c3ccco3)o2)c1 | / | / | / | 15 | 0.0 | / | / | -15
Cc1ccc(NCc2nnc(SCC(=O)N3CCCCC3)n2CC2CCCO2)c(C)c1 (centres undefined) | / | / | / | 0 | -0.1 | / | / | -2
O=c1c2cnn(-c3ccccc3)c2ncn1/N=C/c1ccncc1 | / | / | / | -1 | 0.6 | / | / | -8
C=CCOc1ccccc1/C=c1\sc2nc(-c3oc4ccccc4c3C)nn2c1=O | / | / | / | 34 | 1.9 | / | / | 16
O=C1CC(=C2c3ccccc3-c3ccccc32)C(=O)N1CCN1CCN(c2ccccc2)CC1 | / | / | / | 3 | 0.0 | / | / | -15
Cc1ccccc1Cn1c(=O)c2c(nc3n2CCCN3Cc2ccccc2)n(C)c1=O | / | / | / | 1 | -0.3 | / | / | -8
COc1cc(OC)c(C(=O)Nc2ncn[nH]2)cc1OC | / | / | / | 7 | 0.1 | / | / | -4
CCOCCCn1c(=N)c(C(=O)Nc2cc(C)on2)cc2c(=O)n3ccccc3nc21 | / | / | / | 68* | -0.3 | / | / | -2
CCN(CC)S(=O)(=O)c1ccc(OC)c(NC(=O)c2ccc(OC)c([N+](=O)[O-])c2)c1 | / | / | / | 1 | 0.5 | / | / | -4
c1ccc(-c2nnc(-c3cccc(-c4nnc(-c5ccccc5)o4)c3)o2)cc1 | / | / | / | 18 | -0.5 | / | / | -1
CCN(CC)c1cc(CS(=O)c2ccccc2)nc(-c2ccccc2)n1 (centres undefined) | / | / | / | 1 | 0.0 | / | / | -7
CSc1nc2sc3c(c2c2nnnn12)CC(C)(C)OC3 | / | / | / | 10 | -0.5 | / | / | -13
CN(C)N=Nc1ccc(S(=O)(=O)N2CCSC2C(=O)O)cc1 (centres undefined) | / | / | / | 6 | 1.1 | / | / | -29
CCCOc1ccc(C2C(C(=O)c3ccc(C)o3)=C(O)C(=O)N2CCCn2ccnc2)cc1 (centres undefined) | / | / | / | 3 | 0.2 | / | / | -8
COc1ccc(-c2nn(C)c(=O)c3ccccc23)cc1CNC(=O)CN1CCOCC1 | / | / | / | 4 | 0.5 | / | / | 4
